Screening data from PubChem BioAssay.
HSP90 refold inh: HSP90 inhibitors, primary screen, cell lysate, luminescence; Heat shock protein HSP 90 (rabbit reticulocyte lysate; luciferase refolding); Rabbit reticulocyte lysate, luciferase refolding luminescence, 3 h; inhibition, % at 5.6 µM; 290,000 tested, 0.91% active; AID 1789, 2009;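 active = inhibition above the screen-wide mean plus 3 SD, computed separately per campaign, cut at about 16% in these data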;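 also: 0% = DMSO wells and 100% = 60 µM geldanamycin wells; inhibitors lower the luminescence because luciferase stays unfolded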
aSyn 5UTR inh: MLPCN primary screen, SNCA 5' untranslated region; alpha-synuclein 5'UTR reporter, inhibitor activity; inhibition, % (tested at 7.5 µM); 300,000 tested, 0.82% active; in the data active = inhibition above about 60%;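 also: H4 neuroglioblastoma cells stably carrying SNCA 5'UTR luciferase fusion; 0% = DMSO wells and 100% = positive control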
DYRK1A inh: rat Dyrk1A kinase inhibitors, primary screen, biochemical, single point, plate reader. Dual specificity tyrosine-phosphorylation-regulated kinase 1A (Rattus norvegicus), Q63470. ADP-Glo luminescence, NFATc1 peptide. inhibition, % at 12.5 µM. 310,000 tested, 0.43% active. AID 504441, 2011; in the data active = inhibition above about 50%;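 also: plate controls were vehicle with enzyme for no effect and no enzyme for full effect; many of its hits are not listed in these tables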
HSF-1 act: HSF-1 activators, primary screen, NIH3T3-HGL cells, MG132 stress, luminescence, single point; 300,000 tested, 1.7% active; NIH3T3-HGL HSF-1 luciferase reporter, 8 h; 100% = twice DMSO control signal; activation, % at 9 µM;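 active = mean replicate activation of at least 50% with a set share of replicates each reaching 50%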;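 also: 0% = median of the neutral control wells and 100% = twice that signal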
GSK3 alpha inh: blockers of GSK3A enzyme activity – biochemical, luminescence, cell-free homogeneous, HTS, primary screen; Glycogen synthase kinase-3 alpha (Homo sapiens), P49840; GSK-3 alpha kinase, ADP-Glo luminescence, 60 min; inhibition, % at 10 µM; 320,000 tested, 0.1% active; AID 2650, 2010;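 in the data active = inhibition above about 50%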;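 also: GST-tagged GSK-3 alpha with peptide substrate and 25 µM ATP; 0% = DMSO neutral wells and 100% = GW8510 positive control wells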
Target sequence (P49840 whole entry, looked up): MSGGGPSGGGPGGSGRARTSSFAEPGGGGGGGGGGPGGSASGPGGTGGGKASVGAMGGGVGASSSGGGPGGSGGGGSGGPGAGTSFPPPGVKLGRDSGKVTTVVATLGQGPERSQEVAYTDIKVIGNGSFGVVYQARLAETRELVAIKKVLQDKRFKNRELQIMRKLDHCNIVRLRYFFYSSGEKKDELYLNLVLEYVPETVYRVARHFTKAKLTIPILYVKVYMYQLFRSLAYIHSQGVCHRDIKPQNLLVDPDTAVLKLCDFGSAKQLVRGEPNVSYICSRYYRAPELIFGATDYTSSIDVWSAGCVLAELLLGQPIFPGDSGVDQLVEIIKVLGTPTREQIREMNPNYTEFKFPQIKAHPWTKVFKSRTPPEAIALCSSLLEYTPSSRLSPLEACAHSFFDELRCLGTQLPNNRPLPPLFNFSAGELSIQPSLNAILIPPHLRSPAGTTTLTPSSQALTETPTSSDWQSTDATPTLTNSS
IEC-6 cytotox: cytotoxicity in IEC-6 intestinal epithelial cells, primary screen, cytotoxicity control for KLF5 inhibitor project, cell-based, luminescence. 290,000 tested, 0.78% active. AID 1825, 2009. inhibition, % at 5 µM. IEC-6 cytotoxicity, luminescence viability; in the data active = inhibition above about 22%;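 also: 0% = plate median of test compound wells and 100% = cytotoxic reference compound wells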
KLF5 inhibitor: KLF5 expression inhibitors, primary screen, DLD-1 cells, luminescence. DLD-1 KLF5 promoter-luciferase reporter. inhibition, % at 5 µM. 290,000 tested, 0.23% active. AID 1700, 2009;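 active = inhibition above a per-plate limit of that plate's mean compound inhibition plus 3 SD, cut at about 60% in these data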;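 also: 0% = DMSO wells and 100% = LY294002 at 200 µM; higher means less KLF5 promoter-driven luciferase light; inactives centre near -14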
GSK3beta inhib: human GSK3beta kinase inhibitors, primary screen, biochemical, cell-free homogeneous, HTS; Glycogen synthase kinase-3 beta (Homo sapiens), P49841; GST-GSK3beta kinase, ADP-Glo luminescence, 60 min; active compounds read low; activity score (negative = inhibition), % at 10 µM; 300,000 tested, 0.038% active; AID 2097, 2009;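 active = more than half of replicate wells score below -50%, meaning over 50% inhibition versus plate controls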;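 also: 0% = median DMSO wells and -100% = median GW8510 positive control wells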
Target sequence (P49841 whole entry, looked up): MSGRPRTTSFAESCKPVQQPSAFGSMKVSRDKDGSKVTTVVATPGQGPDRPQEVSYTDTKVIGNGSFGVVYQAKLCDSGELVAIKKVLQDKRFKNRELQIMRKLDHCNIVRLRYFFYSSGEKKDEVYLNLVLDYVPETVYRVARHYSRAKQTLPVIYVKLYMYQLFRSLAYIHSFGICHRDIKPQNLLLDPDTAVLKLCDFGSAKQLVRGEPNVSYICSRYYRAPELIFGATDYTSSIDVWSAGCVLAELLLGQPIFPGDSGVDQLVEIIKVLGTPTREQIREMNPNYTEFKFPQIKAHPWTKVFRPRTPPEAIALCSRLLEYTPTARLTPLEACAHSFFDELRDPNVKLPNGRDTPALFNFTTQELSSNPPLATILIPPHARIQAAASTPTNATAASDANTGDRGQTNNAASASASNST
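Test system: GST-fused GSK3beta enzyme, cell-free | Quantity: 1.6 ng GST-GSK3beta enzyme per well | Reagent: 25 µM ATP with peptide substrate | Schedule: 60 min enzyme reaction, room temperature | Signal: Luminescent ADP-Glo measurement of ADP formed | Read-out basis: Score relative to plate controls | Control set: DMSO and 20 µM GW8510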
HSF1 inh: HSF1 inhibitors in luciferase reporter cells, primary screen, cell-based, NIH3T3, luminescence | 300,000 tested, 0.77% active | NIH3T3-HGL HSE-luciferase, MG132-induced, luminescence 8 h; active compounds read low | activity change, negative = inhibition, % at 7.5 µM (by protocol);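 active = more than half of replicate wells show activity change below -50%, luminescence cut by over half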;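 also: luciferase reports HSF-1 transcriptional activity via heat shock element; 0% = median of DMSO wells and -100% = zero luminescence signal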
Platelet DG rel: inhibitors of platelet dense granule secretion, primary screen, cell-based, MLPCN, human platelets; human platelet-rich plasma, SFLLRN dense granule ATP release, luminescence; inhibition, %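 (compounds screened at 7.5 µM in platelet-rich plasma)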; 300,000 tested, 0.22% active; AID 1663, 2009;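 active = mean replicate score, as percent of positive control, at or above 50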
* marks the source's active call; other numbers are inactive results; nt = no result given.

SMILES | HSP90 refold inh | aSyn 5UTR inh | DYRK1A inh | HSF-1 act | GSK3 alpha inh | IEC-6 cytotox | KLF5 inhibitor | GSK3beta inhib | HSF1 inh | Platelet DG rel
Cc1cc2c(OCC(O)CNC3CCCCC3)cccc2[nH]1 (centres undefined) | 1 | -23 | 0 | 1 | 1 | -4 | -1 | -2 | 3 | -5
CCOC(=O)c1cc(-c2ccccc2)sc1NC(=O)CC | 0 | 28 | 3 | -10 | -3 | 2 | -9 | 3 | -12 | -5
CCOC(=O)c1c(NC(=O)CSc2nncs2)sc(C)c1C | -1 | 19 | 0 | 11 | 0 | -2 | 0 | 8 | -5 | -2
COc1ccc(Nc2ncnc3nc[nH]c23)cc1OC | -1 | 20 | 50* | 9 | 19 | 0 | -17 | -1 | -1 | 26
C=CCN1C(=O)C2C(C(=O)NC)C3C=CC2(O3)C1C(=O)NCc1ccc(OC)cc1 (centres undefined) | 1 | -6 | -13 | -6 | -1 | 4 | 0 | -2 | -11 | -9
O=C(NNC(=S)Nc1ccccc1Cl)c1ccccc1Br | 10 | -94 | 14 | 30 | -4 | 5 | -127 | 3 | 21 | 3
Cc1cc(C)cc(C(=O)Nc2ccc(N3CCN(S(C)(=O)=O)CC3)cc2)c1 | 0 | 8 | 1 | -4 | 1 | 2 | -9 | 3 | -2 | -8
CCOC(=O)C1CCN(CC(=O)Nc2cc(S(=O)(=O)N3CCOCC3)ccc2C)CC1 | 2 | 21 | nt | -4 | -1 | 1 | -20 | 3 | 0 | 1
COc1ccccc1CNC(=O)CN(C)Cc1ccc(SC)cc1 | 1 | 9 | 4 | 2 | -2 | 1 | 3 | 0 | 0 | -3
Cc1cc2c(cc1S(=O)(=O)CCC(=O)Nc1cccc(C(F)(F)F)c1)OCC(=O)N2 | -5 | 24 | 9 | -5 | -1 | -4 | -17 | 2 | 0 | 0
CCCN1C(=O)/C(=C/c2c(N3CCNC(=O)C3CC(=O)OCC)nc3c(C)cccn3c2=O)SC1=S (centres undefined) | -1 | 3 | 0 | -40 | -1 | 1 | -10 | 0 | -40 | 2
CC(C)(C)c1ccc(-c2nc(N)nc(N)n2)cc1 | 0 | -89 | nt | 27 | 0 | 0 | -53 | -12 | 6 | 1
O=C(COc1cccc(C(F)(F)F)c1)Nc1ccc(S(=O)(=O)N2CCCCC2)cc1 | nt | 13 | 5 | -9 | -2 | nt | nt | -1 | -3 | -4
COc1cccc(NC(=O)CCN2CCC(C(N)=O)CC2)c1 | -4 | -9 | 1 | 1 | -1 | -1 | -8 | 1 | -6 | 4
COc1ccccc1C1CC(c2ccco2)=NN1c1ccccc1 (centres undefined) | -2 | -8 | -1 | -10 | 2 | -4 | -30 | 3 | -3 | 17
Cc1cc(C(=O)OCC(=O)N(CC(C)C)c2c(N)n(Cc3ccccc3)c(=O)[nH]c2=O)c(C)o1 | nt | 20 | 5 | -8 | -1 | nt | nt | 1 | 2 | 0
CCOC(=O)c1[nH]c2ccc(OC)cc2c1NC(=S)N1CCN(c2cccc(Cl)c2)CC1 | -2 | -51 | -1 | 36 | -3 | 5 | -22 | 0 | 4 | -15
O=C(O)c1ccc(-c2ccc(O)c(F)c2)cc1 | 0 | 15 | 12 | -9 | -2 | -1 | -31 | -2 | 5 | 1
CCOC(=O)Nc1cccc(C(=O)O)c1 | -2 | -14 | 2 | -1 | -1 | 4 | -6 | 5 | -4 | -5
O=C(Nc1cn(-c2ccccc2)nc1-c1ccccc1)c1ccccc1 | 4 | 1 | -3 | 2 | 4 | -6 | 8 | 2 | 8 | 18
COc1ccc(OC)c(/C(O)=C/C(=O)C(=O)Nc2ccccc2OC)c1 | -1 | 3 | 2 | 1 | 0 | -4 | -2 | 3 | 0 | -9
Nc1cc([N+](=O)[O-])cc2oc(-c3ccccc3)cc12 | 7 | -59 | 8 | 1 | 1 | 15 | -84 | 2 | -5 | 1
CC1CC(C)CN(Cc2nc3c(c(=O)n(C)c(=O)n3C)n2CCN2CCOCC2)C1 (centres undefined) | 1 | 1 | -4 | 4 | 0 | -8 | -15 | -1 | -3 | 1
O=c1cc(-c2ccccc2)n(S(=O)(=O)c2ccccc2)o1 | 2 | 9 | 1 | 10 | -1 | 3 | -17 | 2 | -1 | 0
CCCC(=O)N1CCN(c2ccc(NC(=O)C(C)(C)C)cc2Cl)CC1 | -3 | -13 | 2 | 1 | 1 | -2 | -16 | 1 | 3 | 0
CCCOC(=O)c1ccc(OCC(O)Cn2c(C)nc3ccccc32)cc1 (centres undefined) | 3 | -32 | 4 | 5 | nt | 1 | -10 | 1 | 1 | 20
COC(=O)[C@H]1C[C@@H]1[C@H](NC(=O)OCc1ccccc1)c1ccccc1 | -2 | -31 | 3 | 6 | 2 | -1 | -6 | 2 | 1 | -1
O=C(CNC(=O)Cc1ccccc1)NCC(=O)OCC(=O)c1cccc2ccccc12 | 0 | -21 | 4 | 14 | -3 | -5 | -13 | -1 | -6 | -1
S=C(NC1CCCC1)N1CCN(c2cccc(Cl)c2)CC1 | -3 | 7 | 0 | 20 | 1 | -1 | -8 | 3 | 26 | 4
Nc1nnnn1/N=C/c1ccc(Br)cc1 | 1 | -26 | 1 | -11 | 0 | -2 | -42 | 2 | -4 | 0
Brc1cccc(CN2CCCCCCC2)c1 | -1 | -1 | -9 | 10 | -4 | -2 | -8 | 2 | 3 | -29
CCC(C)c1ccc(S(=O)(=O)N2CCN(C(C)CC(=O)O)CC2)cc1 (centres undefined) | -1 | 27 | nt | 17 | -2 | 2 | -2 | -1 | -3 | 3
CCOC(=O)c1ccc(-c2c(-c3ccc4c(c3)OCO4)noc2C)cc1F | 17* | 25 | 16 | -2 | 2 | -4 | -18 | -3 | -9 | 16
CSc1cnc2c(N)nc(N(C)C)nc2n1 | 2 | -12 | 18 | 2 | 0 | 10 | -10 | -4 | 0 | -13
Cc1nn(Cc2cccc(C(N)=O)c2)c(C)c1Br | 2 | -4 | 0 | 3 | -1 | 2 | -5 | 1 | 6 | 11
COc1cc(O)oc1C=Nc1ccc(Cl)cc1Cl | 3 | 7 | 4 | -4 | -1 | 8 | -12 | 2 | -3 | -3
CCCCCCn1c(CN2CCN(C(=O)c3ccco3)CC2)nc2c1c(=O)n(C)c(=O)n2C | -3 | 5 | -1 | 3 | 0 | 4 | -4 | 3 | 6 | 13
Cc1ccnc(SCCn2c(N3CCN(c4ccccc4)CC3)nc3c2c(=O)[nH]c(=O)n3C)n1 | 1 | 10 | 6 | -11 | -1 | 0 | -48 | 1 | -5 | -1
C/C(=N\OC(=O)c1ccc(C)cc1)c1c(C)nc2cc(C)ccn12 | 2 | -11 | 2 | 9 | -2 | 0 | -29 | 2 | -3 | -1
Cc1cc(NC2CCCCC2)nc2ccccc12 | 4 | -43 | 6 | 25 | -1 | 19 | -34 | -1 | 8 | -1
Cc1ccc(CSCCNC(=O)c2ccccc2)cc1 | -7 | 6 | 0 | -13 | -3 | 2 | -48 | 0 | 2 | -7
CCc1ccc(CN(C)C(=O)c2ccc3c(c2)OCCO3)cc1 | 4 | -3 | 1 | 21 | -3 | -2 | -27 | 1 | -7 | -2
COc1ccccc1NC(=O)CCC(=O)OCc1ccc(Cl)cc1 | 1 | 29 | 0 | -16 | -3 | -4 | -16 | -1 | -1 | -13
Cc1oc2cc3oc(=O)c(CCC(=O)N4C[C@H]5C[C@@H](C4)c4cccc(=O)n4C5)c(C)c3cc2c1C | -2 | 7 | 13 | 7 | -3 | -2 | -5 | 3 | 3 | -1
c1ccc(C2CSc3ccccc3N2)cc1 (centres undefined) | 38* | -196 | -3 | 24 | 2 | -2 | -123 | 0 | 9 | -3
COc1ccccc1CNC(=O)C[n+]1ccccc1 | 2 | 4 | 0 | -1 | -2 | -1 | -26 | 2 | 1 | -4
COc1ccc(NC(=O)CN(C)Cc2c(F)cccc2Cl)cc1S(=O)(=O)N1CCCCC1 | 5 | 15 | 0 | 8 | -2 | -5 | -16 | 1 | 5 | 2
CCOc1ccc(C(=O)Nc2cccc(-c3ccc(N4CCOCC4)nn3)c2)cc1OCC | nt | -69 | 7 | 17 | -5 | nt | nt | 0 | 10 | 3
O=C(NC1(C(F)(F)F)NC(=O)N(Cc2cccnc2)C1=O)c1ccccc1 (centres undefined) | -2 | 30 | -4 | -4 | 2 | -2 | 13 | 1 | 2 | 0
Cc1ccc(-n2cc(CN3CCC(CO)(Cc4ccccc4)CC3)cn2)cc1 | 1 | -108 | nt | 39 | -1 | 2 | -61 | -1 | 15 | -6
N#Cc1c(-c2ccncc2)cc(-c2ccc(F)cc2)nc1N | -3 | 47 | 3 | -20 | 0 | 4 | -37 | 1 | -14 | 0
CCOC(=O)c1c(-c2ccc(C)cc2)csc1NC(=O)c1cc2ccccc2oc1=O | nt | -30 | -4 | 9 | -1 | nt | nt | 1 | 6 | -1
CSc1nc2nc3c(cn2n1)C(=O)CC(c1ccccc1)C3 (centres undefined) | -5 | 13 | 4 | 4 | 0 | 0 | 12 | -1 | 18 | 1
Cc1ccc(C(=O)NNC2=NCCC2)cc1 | 1 | -3 | 6 | -16 | 2 | 1 | -24 | 1 | -9 | -2
O=C(CSc1ccc2ccccc2c1)NCCCN1CCCC1=O | 2 | 16 | -2 | 4 | nt | 3 | -30 | 4 | -6 | -3
CC(=O)Nc1sc2c(c1CN1CCN(c3ccc(F)cc3)CC1)CCCC2 | -2 | 14 | -3 | 35 | 2 | 0 | -17 | 3 | 22 | 1
Cc1cc(C)cc(C(=O)Nc2ccc3[nH]c(=O)[nH]c3c2)c1 | 2 | 3 | -3 | -6 | 0 | -8 | -21 | -3 | -5 | -3
CC(OC(=O)CCN=C1NS(=O)(=O)c2ccccc21)C(=O)Nc1ccc(N(C)C)cc1 (centres undefined) | nt | -1 | nt | -2 | 0 | nt | nt | nt | -7 | 4
Cc1ccc(NC(=O)c2sc3nc(N)c(C#N)cc3c2N)cc1 | 0 | -133 | 4 | 24 | 8 | 4 | -3 | 3 | 9 | -5
COc1cccc(/C=N/N(C)C2=NS(=O)(=O)c3ccccc32)c1O | 0 | 6 | 3 | 7 | -1 | 1 | -9 | 1 | -4 | 4
CCC(C)NC(=O)Cn1nc([N+](=O)[O-])c(Cl)c1C (centres undefined) | 0 | nt | 0 | nt | -2 | 2 | 9 | nt | nt | nt

Not all compounds are listed; the hit share may differ from the screen's.
